# Screens (PubChem BioAssay)
# Neddyl block = cullin neddylation inhibition. P61081+Q13564. TR-FRET cullin neddylation, biochemical. calls only at 25 µM. actives 0.58% (n = 360,000). AID 651699; in the data active means inhibition above about 36%
# Scp1 inh = inhibitors of human Scp-1 phosphatase; Q9GZU7; Recombinant Scp1, phosphopeptide, malachite green phosphate absorbance; inhibition, % at 20 µM; actives 0.88% (n = 340,000);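 active means inhibition above about 50% at 20 µM, limit read from the data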;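 further: plate controls were DMSO wells with enzyme for no effect and wells lacking enzyme for full effect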
#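 Material: truncated SCP-1 phosphatase (76-261aa) / Buffer or medium: 50 mM Tris acetate pH 5.5, 0.005% Tween-20, 10 mM MgCl2 / Compound dosing: one concentration, 20 µM, with 1.0% DMSO / Incubation: 45 min room-temperature reaction, 5 min colour, 30 min stabiliser / Detection: colorimetric free-phosphate detection, absorbance 630 nm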
# Rin1 Abl inh = inhibitors of human Rin1-Abl protein interaction. AID 588664. inhibition, % at 7.35 µM. actives 0.4% (n = 360,000). TR-FRET Rin1/Abl binding, biochemical. P00519+Q13671; in the data active means inhibition above about 5%, passing the limit was not always enough
# SUMO1 PPI mod = SUMO1-SIM interaction modulation | inhibition, % at 20 µM | actives 0.33% (n = 360,000) | P63165 | SUMO1 binding to a labelled peptide, TR-FRET, 1 h; in the data active means inhibition above about 37%
# Target sequence (P63165 whole entry, looked up): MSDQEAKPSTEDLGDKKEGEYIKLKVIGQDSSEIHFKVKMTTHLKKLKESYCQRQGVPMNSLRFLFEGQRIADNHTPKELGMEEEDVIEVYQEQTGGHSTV
# NadD block = inhibitors of Staphylococcus aureus NadD; purified NadD enzyme, colorimetric absorbance read-out; inhibition, % at 20 µM; actives 0.78% (n = 360,000); AID 602399; in the data active means inhibition above about 26%; further: some compounds past the cut are filed as inactive
# STEP block = STEP (human) phosphatase inhibition; P54829; recombinant STEP, OMFP fluorogenic substrate, fluorescence; inhibition, % at 20 µM; actives 0.25% (n = 360,000);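 active means inhibition at 20 µM, scaled per plate between control wells, above about 37%, limit read from the data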;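 further: 0% = DMSO with enzyme and substrate and 100% = substrate only without enzyme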
# Target sequence (P54829 whole entry, looked up): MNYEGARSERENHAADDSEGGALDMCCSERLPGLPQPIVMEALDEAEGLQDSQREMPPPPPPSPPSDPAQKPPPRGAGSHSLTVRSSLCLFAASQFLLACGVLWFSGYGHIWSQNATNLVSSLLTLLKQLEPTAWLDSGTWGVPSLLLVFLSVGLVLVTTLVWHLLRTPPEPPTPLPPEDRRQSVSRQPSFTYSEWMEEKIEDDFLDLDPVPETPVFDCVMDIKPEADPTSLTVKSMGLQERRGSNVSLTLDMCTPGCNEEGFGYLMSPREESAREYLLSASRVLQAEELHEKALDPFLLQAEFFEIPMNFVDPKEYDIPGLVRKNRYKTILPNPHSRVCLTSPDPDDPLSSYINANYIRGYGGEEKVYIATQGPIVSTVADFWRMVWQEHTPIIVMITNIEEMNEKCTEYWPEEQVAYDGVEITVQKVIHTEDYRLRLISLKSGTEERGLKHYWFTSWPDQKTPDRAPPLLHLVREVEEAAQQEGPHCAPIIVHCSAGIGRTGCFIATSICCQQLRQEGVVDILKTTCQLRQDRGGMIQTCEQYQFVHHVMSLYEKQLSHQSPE
#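 System: STEP (striatal-enriched tyrosine phosphatase) enzyme, cell-free; medium: Bis-Tris pH 6.0 buffer with DTT, detergent; dosing: 20 µM, 1% DMSO; times: reaction 20 min, ambient temperature; detection: fluorescence, 480/540 nm; read-out basis: normalized % inhibition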
# LMPTP inh = blocks human LMPTP phosphatase. P24666. recombinant LMPTP-A, OMFP fluorogenic substrate, fluorescence intensity. inhibition, % at 20 µM. actives 0.22% (n = 360,000). AID 651560;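 active means compounds that cut the enzyme signal by at least half of the control window in the single-dose screen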;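 further: plate controls were DMSO wells with enzyme plus substrate for no effect and substrate without enzyme for full effect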
#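 Assay system: LMPTP-A phosphatase enzyme | Input: 0.625 nM enzyme | Also added: Fluorogenic phosphatase substrate OMFP at 400 µM final | Compound dosing: One test concentration per compound, 20 µM, with 3% DMSO overall | Schedule: 50 min enzyme reaction at room temperature, protected from light | Signal: Fluorescence intensity | Benchmarks: no-enzyme and uninhibited controls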
# DNMT1 inh = blocks human DNA methyltransferase DNMT1; DNMT1 molecular beacon, Hinp1I cleavage, fluorescence; P26358; AID 588458; actives 0.83% (n = 360,000); inhibition (reported as % activation of signal), % at 10 µM; in the data active means inhibition above about 50%
# CSN deneddyl inh = blocks human CSN-mediated cullin deneddylation | Q92905 | Purified CSN, SCF-Nedd8-OG deneddylation, fluorescence polarization | inhibition, % at 12.5 µM | actives 0.38% (n = 360,000) | AID 651999;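 active means pattern-corrected inhibition above about 35%, with an unprinted fluorescence ratio check between 0.5 and 1.5, limit read from the data, passing the limit was not always enough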;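 further: 0% = enzyme with substrate and 100% = substrate without enzyme; some results filed as inactive read as strong as hits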
#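 Assay system: purified human Csn5 enzyme expressed in HEK293T cells; Input: 0.24 nM Csn5 enzyme, final concentration; Reagent: 10 nM SCFSkp2-Nedd8OG; Compound dosing: 12.5 µM single point; Times: reaction 90 min, room temperature; Technique: fluorescence polarization readout.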
# Rpn11 block = Rpn11 (human) deubiquitinase inhibition | human 26S proteasome, Ub4-pepOG fluorescence polarization; 20S core pre-blocked with epoxomicin | calls only at 20 µM | actives 0.59% (n = 360,000);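 active means inhibition at 20 µM, scaled to each plate's controls, above about 33%, limit read from the data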
# Target sequence (O00487 whole entry, looked up): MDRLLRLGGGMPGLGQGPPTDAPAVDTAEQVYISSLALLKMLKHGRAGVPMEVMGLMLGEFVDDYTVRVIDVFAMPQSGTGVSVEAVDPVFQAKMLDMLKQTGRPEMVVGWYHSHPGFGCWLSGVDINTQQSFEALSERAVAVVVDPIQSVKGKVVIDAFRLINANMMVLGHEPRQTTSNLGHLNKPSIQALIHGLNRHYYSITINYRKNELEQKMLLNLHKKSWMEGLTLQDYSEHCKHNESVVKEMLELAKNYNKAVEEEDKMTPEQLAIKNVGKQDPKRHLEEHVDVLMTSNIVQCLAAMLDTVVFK
# * hit, by the source's call; i = inactive; · = no result given; & = joins results of further samples. No enrichment for hits; overall some 3.8% were active at least once.
SMILES,Neddyl block,Scp1 inh,Rin1 Abl inh,SUMO1 PPI mod,NadD block,STEP block,LMPTP inh,DNMT1 inh,CSN deneddyl inh,Rpn11 block
Cc1ccc(-c2nc3ccccc3[nH]2)cc1NC(=O)c1sc2ccccc2c1Cl,i,11.9,-1.8,-2.6,11.1,-0.3,1.1,-2.1,4.9,i
CCC1(CC)Cc2ccccc2-c2nc(CN3CCOCC3)[nH]c(=O)c21,i,-2.2,0.2,2.2,1.4,-2.5,-0.9,-2.4,-0.5,i
CS(=O)(=O)N1CCC(NC(=O)Cc2ccccc2)CC1,i,-4.3,-1.4,0.8,-3.5,2.8,-0.5,1.1,-1.7,i
Nc1nnc(SCC(=O)NC2CCCc3ccccc32)s1 (stereo not drawn),i,14.2,-0.4,0.3,-3.0,-3.6,-0.7,0.8,-0.3,i
Clc1nc2ccccc2cc1/C=N/Nc1nc2ccccc2[nH]1,i,-10.4,2.6,-9.5,10.4,5.8,5.1,55.4*,0.8,i
C/C(N)=C(/C#N)C(=O)COC(=O)c1cc(C)n(-c2ccc(F)cc2)c1C,i,-12.4&14.4,-0.3&-4.5,3.7&-0.7,-3.7&-6.9,-0.7&2.2,-1.7&0.6,-1.0&-2.0,-0.4&3.6,i
C=C1CCN(c2ccc(C(=O)NCc3ccc(OC)cc3)cc2[N+](=O)[O-])CC1,i,-8.1,3.8,-32.5,-2.4,3.9,0.1,-15.9,1.7,i
COc1ccc(NS(=O)(=O)c2cccc(C(=O)NCC(c3ccco3)N(C)C)c2)cc1 (stereo not drawn),i,-4.0,-0.7,-19.9,1.5,-1.5,-7.0,-2.6,5.3,i
CC(CCOC1=NS(=O)(=O)c2ccccc21)NC(=O)C(=O)Nc1ccccc1 (stereo not drawn),i,-12.6,-1.4,-0.8,-3.0,-1.8,-0.3,1.4,-0.1,i
Cc1cccc2c(SCC(N)=O)nc(-c3ccccc3)nc12,i,-4.7,2.2,-0.7,-6.9,1.1,-3.2,8.0,-1.5,i
Cc1cccc(CSc2nnc(-c3ccccn3)n2N)c1,i,-0.3,-1.8,5.6,3.6,-1.7,-0.6,0.9,3.0,i
COc1ccc(-n2c3c(c(=O)[nH]c2=O)C(NC(=O)c2ccncc2)(C(F)(F)F)C(=O)N3)cc1 (stereo not drawn),i,-0.7,-0.2,2.8,4.7,-2.8,0.4,-0.4,7.0,i
Cc1ccc(C(=O)NNC(=O)c2ccc(S(=O)(=O)N3CCOCC3)cc2)cc1,i,-7.1,-0.4,-3.0,-1.3,-0.5,-1.8,1.0,0.2,i
Cc1ccc(NC(=O)COC(=O)c2cccc(C)c2[N+](=O)[O-])cc1S(=O)(=O)N1CCCCC1,i,-11.2,1.6,5.2,-15.0,0.9,4.3,-9.7,-1.3,i
Cc1ccc(NC(=O)CSCC#N)cc1Cl,i,1.7,1.5,-2.1,3.6,-1.6,-1.8,-2.9,2.8,i
COc1cccc(NC(=O)c2sc(NC(=O)c3ccncc3)nc2C)c1,i,-2.7,-1.4,-0.2,-4.8,-0.7,-0.4,1.1,-4.7,i
CN(C)C(=O)c1cnc(Cc2c[nH]c3ccccc23)c(I)c1,i,·,-1.4,3.7,1.7,1.0,-2.6,0.6,1.0,i
COc1cc(NC(=S)N2CCN(C/C=C/c3ccccc3)CC2)cc(OC)c1,i,2.6,-0.2,2.2,-1.1,37.7,-1.9,7.5,-5.0,i
CCC(C)NC(=O)c1cc2c(=O)[nH]c3ccc(C)cc3c2s1 (stereo not drawn),i,1.4,-2.5,-4.4,-7.1,-0.4,0.2,1.6,16.4,i
C1CCN=C(Nc2nc3c(s2)CCCC3)CC1,i,-1.3,0.9,0.7,1.0,-0.9,1.3,-6.2,1.8,i
CC(=O)/C(C=Nc1noc(C)c1Br)=C(\C)O,i,-11.4,0.4,4.8,4.5,-1.8,0.5,-11.7,0.5,i
CCOCCCNC(=S)N1CCCC(c2nc3ccc(C)cc3[nH]2)C1 (stereo not drawn),i,-5.7,4.2,0.3,-10.5,2.6,-0.3,0.7,6.5,i
Cc1cc(C)n(CC(=O)NC2CCCc3c2cnn3-c2ccccc2F)n1 (stereo not drawn),i,1.8,1.5,-3.9,-2.2,-0.9,-1.6,-0.5,-0.1,i
CC1(C)COC(=S)N1CCC#N,i,2.2,0.0,-1.0,6.2,0.7,-2.4,4.6,-2.2,i
COc1ccc(Nc2nc(N)c([N+](=O)[O-])c(NCc3ccccc3)n2)cc1,i,-3.1,0.9,-8.7,0.1,-1.1,3.3,-5.2,0.4,i

# More results follow:
SMILES,Neddyl block,Scp1 inh,Rin1 Abl inh,SUMO1 PPI mod,NadD block,STEP block,LMPTP inh,DNMT1 inh,CSN deneddyl inh,Rpn11 block
COC(=O)Cn1cc(S(=O)(=O)NCc2ccc(C)cc2)c2cc([N+](=O)[O-])ccc21,i,-0.9,-2.2,-10.6,-9.5,-2.3,0.4,-1.0,1.9,i
Cc1ccccc1C(=O)Nc1ccc(C(=O)N/N=C/c2ccc(O)cc2)cc1,i,-2.3,0.6,-2.4,-5.1,0.4,0.8,-2.9,0.8,i
CC(C)(C)OC(=O)N1CCC[C@H]1c1nnc(SCc2ccc(Cl)cc2Cl)o1,i,-1.8,1.6,-1.0,-6.8,0.4,2.1,-2.1,3.8,i
CCC(=O)NC(=S)Nc1ccc(NC(=O)COc2ccccc2)cc1,i,-17.1,-3.5,-21.5,5.0,-0.2,-2.3,-4.5,-15.2,i
O=C(Cn1cnc2c(OCc3ccccc3)ncnc21)NCC1CCCO1 (stereo not drawn),i,-1.9,0.0,-1.1,-0.5,-1.7,-1.3,5.4,3.1,i
Cn1c(=O)c2c(ncn2CC(=O)N(Cc2ccccc2)c2ccccn2)n(C)c1=O,i,-4.9,1.0,0.4,8.5,0.9,-1.8,0.2,-4.6,i
Cc1ccsc1C(=O)NCc1ccccc1Cl,i,-5.5,-0.3,3.8,-5.4,-1.3,-1.1,1.0,5.0,i
CCCn1c(NC(=O)c2ccccc2Br)nc2ccccc21,i,-2.5,1.8,3.9,-1.2,6.0,1.2,-3.3,2.3,i
O=C(CCNC(=O)N1CCn2c1nc1ccccc12)NCc1ccccc1Cl,i,-4.0,2.6,2.1,-1.7,-2.7,1.5,-1.6,-3.1,i
CC(=NCCCn1ccnc1)c1c(-c2ccccc2)[nH]n(-c2nc3ccccc3s2)c1=O,i,3.2,-4.0,1.2,19.7,2.5,9.0,-1.6,4.4,i
CC(C)c1ccc2c(c1)CCC1C(C)(CN)CCCC21C (stereo not drawn),i,10.4,-0.4,-64.5,2.3,1.6,0.4,13.3,-2.6,i
COc1ccc(N(C)C(=O)c2cn(C)c(=O)c3cc(OC)c(OC)cc23)cc1,i,-9.1,0.5,3.2,-6.1,-1.4,-0.9,-7.3,-2.2,i
O=C(CSc1nnc(CNC(=O)c2ccco2)o1)Nc1ccc(F)cc1,i,-8.2,1.4,4.1,0.2,-2.2,-2.9,0.2,1.5,i
O=C(COC(=O)c1ccncc1)Nc1cc(S(=O)(=O)N2CCOCC2)ccc1Cl,i,1.2,-1.2,-1.6,6.9,1.8,-0.1,-6.9,-3.4,i
Cc1ccc(Nc2nc(-c3ccncc3)cs2)cc1,i,-6.5,-3.0,-0.6,3.6,4.9,2.2,4.5,-0.8,i
Cc1cc(C2(c3ccc(O)c(C)c3)OC(=O)c3ccccc32)ccc1O,i,32.2,5.0,6.0,-6.1,-2.2,1.0,2.4,7.2,i
COCCC(=O)N1CCOCC1c1cc(C(=O)Nc2ccccc2)no1 (stereo not drawn),i,·,3.9,-2.1,-0.8,3.5,0.2,3.3,3.5,i
C=CCOn1c(=O)c(C)[n+]([O-])c2ccccc21,i,-4.5,1.2,-14.4,4.5,-0.3,0.3,-0.9,-6.6,i
Cc1noc(C)c1S(=O)(=O)Nc1cccc(CO)c1,i,1.0,4.2,-8.4,-2.7,-1.5,-1.6,1.4,-0.2,i
CCCN1C(=O)/C(=c2\sc3nc(=O)c(Cc4ccc(C)cc4)nn3c2=O)c2ccccc21,i,4.9,1.1,-2.5,5.3,5.5,3.5,1.6,-1.4,i
Cn1ncc(Cl)c1C(=O)Nc1ccncc1,i,5.2,3.0,-1.5,-2.4,0.4,2.1,2.2,-1.6,i
CN1CCN(CCOc2cccc(Cl)c2)CC1,i,-0.7,-0.1,3.0,-0.2,-2.1,-2.7,3.0,-1.9,i
C=CCn1c(SCn2nnc3ccccc3c2=O)nc2scc(-c3cccs3)c2c1=O,i,-12.2,-0.9,-0.1,-2.8,1.1,1.6,7.5,5.2,i
CCCCC1S/C(=N/N=C/c2ccc(OC)cc2)N(Cc2ccc(OC)cc2)C1=O (stereo not drawn),i,-11.2,-5.0,-3.1,2.2,2.6,3.9,2.6,-4.7,i

# Looked up above:
# Value of CCC(=O)NC(=S)Nc1ccc(NC(=O)COc2ccccc2)cc1 under DNMT1 inh: -4.5
# Value of O=C(COC(=O)c1ccncc1)Nc1cc(S(=O)(=O)N2CCOCC2)ccc1Cl under SUMO1 PPI mod: -1.6

# Sorted by the number under Scp1 inh (falling): some entries from above.
compound,Neddyl block,Scp1 inh,Rin1 Abl inh,SUMO1 PPI mod,NadD block,LMPTP inh,DNMT1 inh,CSN deneddyl inh,Rpn11 block
CN1CCN(CCOc2cccc(Cl)c2)CC1,i,-0.7,-0.1,3.0,-0.2,-2.7,3.0,-1.9,i
CC(C)(C)OC(=O)N1CCC[C@H]1c1nnc(SCc2ccc(Cl)cc2Cl)o1,i,-1.8,1.6,-1.0,-6.8,2.1,-2.1,3.8,i
O=C(Cn1cnc2c(OCc3ccccc3)ncnc21)NCC1CCCO1 (stereo not drawn),i,-1.9,0.0,-1.1,-0.5,-1.3,5.4,3.1,i
Cc1ccccc1C(=O)Nc1ccc(C(=O)N/N=C/c2ccc(O)cc2)cc1,i,-2.3,0.6,-2.4,-5.1,0.8,-2.9,0.8,i
Cc1ccsc1C(=O)NCc1ccccc1Cl,i,-5.5,-0.3,3.8,-5.4,-1.1,1.0,5.0,i
Cc1ccc(Nc2nc(-c3ccncc3)cs2)cc1,i,-6.5,-3.0,-0.6,3.6,2.2,4.5,-0.8,i
